# Myeloid diff MLP – compounds promoting myeloid differentiation; ER-HoxA9 myeloid progenitors, lysozyme-GFP differentiation, flow cytometry; calls only at 10 µM; actives 1% (n = 360,000);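 active means normalized GFP-positive differentiation at or above the plate's own cutoff, the solvent-only control mean plus 3 SD; inconclusive means no clear call, values can overlap the other calls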;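 further: cells exposed to compound for four days before flow analysis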
# Myeloid diff MLP GFP+ MAC1+ % – also measured in Myeloid diff MLP; calls as there; GFP+ MAC1+ double positive, %; measured here: differentiation confirmed by MAC1 staining
# Numbers without * were called inactive; i = inactive; ? = inconclusive; nt = no result given. An excerpt; count on the stated rates, not on these rows.
SMILES,Myeloid diff MLP,Myeloid diff MLP GFP+ MAC1+ %
CCCCn1nnnc1C(c1cc2ccccc2o1)N(Cc1ccccc1)Cc1ccccc1 (configuration not stated),i,0.9
CC(=O)Nc1cncc(-c2cccc(S(C)(=O)=O)c2)n1,i,0.7
CCOC(=O)c1[nH]c2ccccc2c1N=CN(C)C,i,0.7
CC1(C(=O)O)CCCN(C(=O)c2ccc3c(c2)C(C)(C)CCC3(C)C)C1 (configuration not stated),i,0.9
CNC(=O)[C@@H]1CCC(=O)N1,i,0.3
CC1Cc2ccccc2N1C(=O)Cn1cc(C(F)(F)F)ccc1=O (configuration not stated),i,0.4
CCn1cnc2cc(NC(=O)COc3ccc(C)cc3)ccc21,i,0.7
CCOC(=O)C(=O)N(C)c1c(CC)nc2c(OCc3ccccc3)cccn12,i,1.1
Cc1ccc(S(=O)(=O)c2nc(-c3ccccc3Cl)oc2N2CCN(C)CC2)cc1,i,1.1
Cc1ccc(C)c(NC(=O)COC(=O)c2nc(Cl)ccc2Cl)c1,i,1.0
CC(C)c1ccc(NC(=O)CN(C)C2=NS(=O)(=O)c3ccccc32)cc1,i,0.3
Cc1ccc(NC(=O)Cc2nc(COC(=O)c3c(F)cccc3Cl)cs2)cc1,i,0.2
C[C@@H]1CN([C@@H](C)CO)C(=O)CCCn2nncc2CO[C@H]1CN(C)Cc1cccc(O)c1,i,0.4
COc1ccc(NC(=O)COc2ccc(C(=O)NCc3cccnc3)cc2OC)cc1,i,0.9
Cc1onc(-c2ccccc2)c1C(=O)OCC(=O)N(C)c1c(N)n(Cc2ccccc2)c(=O)[nH]c1=O,i,0.4
COc1ccc(OCC(O)CN2CCC(CN3C(=O)c4cccc5cccc(c45)C3=O)CC2)cc1 (configuration not stated),?,nt
O=C(OCC(=O)N1CCCCCC1)c1ccc(F)cc1F,i,0.6
C=CCNc1nc2cc(-c3cccc(Cl)c3)sc2c(=O)n1C,i,0.5
OC(c1ccc2c(c1)OCO2)c1ncc(-c2ccc(Cl)cc2)[nH]1 (configuration not stated),i,0.5
CN(C)CCCNC(=O)C(=O)Nc1ccc2c(c1)N(S(=O)(=O)c1cccs1)CCC2,i,0.9
O=C(Nc1ccc2c(c1)OCO2)c1cc(C2CCCCN2S(=O)(=O)c2ccccc2)on1 (configuration not stated),i,0.2
CCOc1ccc(-c2cc(C(=O)NCc3ccc(C(F)(F)F)cc3)[nH]n2)c(C)c1,i,1.1
CC1(Oc2cccc(F)c2)CCN(Cc2ccc(-c3ccccc3)o2)C1 (configuration not stated),i,0.9
COc1ccc(C(=O)c2[nH]c(N)c(C(=O)NCCc3c[nH]c4ccccc34)c2-c2c(F)cccc2Cl)cc1,i,1.0
CN(CC(=O)Nc1ccccc1C(F)(F)F)C(=O)c1ccc(-c2ccc(Cl)cc2)o1,i,0.4
Cc1ccn(CC(=O)NC2CCCN(Cc3ccccc3F)C2)n1 (configuration not stated),i,0.1
COc1ccccc1NC(=O)CCc1nc2sc3c(c2c(=O)[nH]1)CCCC3,i,2.0
Cc1cc(=O)n(C(C)Cc2ccccc2)n1C(C)Cc1ccccc1 (configuration not stated),i,0.8
Cc1ccc(CCN2C(Nc3ccccc3)=NC[C@@H]2C)cc1,i,2.2
O=C(CCc1ccccc1Cl)Nc1ccc(S(=O)(=O)Nc2nccs2)cc1,i,0.3
Cc1cccc(C)c1NC(=O)C(c1cc2ccccc2o1)N1CCC(c2ccccc2)CC1 (configuration not stated),i,3.0
COc1ccc(Cn2cc(CN3CC(N4CCSCC4)CS3(=O)=O)nn2)cc1 (configuration not stated),i,0.5
CCCCn1c(N)c(N(CCOC)C(=O)c2cc(C)oc2C)c(=O)[nH]c1=O,i,0.7
CCN1C(=O)[C@H]2[C@@H](c3ccc(C)cc3)N[C@]3(CCCN(Cc4ccc(C(F)(F)F)cc4)C3=O)[C@H]2C1=O,i,0.7
Cc1ccc(S(=O)(=O)N(Cc2cccc([N+](=O)[O-])c2)C(=O)N2CCN(C)CC2)cc1,i,1.3
O=C(CC1C[C@H](C(=O)N2CCOCC2)[C@@]2(CCC3CCCC3)c3[nH]c4ccccc4c3CCN2C1=O)NCCCn1ccnc1 (some centres not stated),i,0.4
CC(C)N1CCN(c2ccc(OCC3COC(Cn4cncn4)(c4ccc(Cl)cc4Cl)O3)cc2)CC1 (configuration not stated),i,1.5
CC(C)N(C(=O)[C@H]1CC(CC(=O)NCc2ccco2)C(=O)N2CCc3c([nH]c4ccccc34)[C@]12C)C(C)C (some centres not stated),i,0.2
CC(Sc1ccccn1)C(=O)Nc1ccc2c(c1)OCO2 (configuration not stated),i,1.3
CCC1=C(C)CN(C(=O)NCCc2ccc(S(=O)(=O)NC(=O)NC3CCC(C)CC3)cc2)C1=O (configuration not stated),i,2.0

# Part of the list above, bar-delimited:
Molecule | Myeloid diff MLP | Myeloid diff MLP GFP+ MAC1+ %
Cc1ccc(CCN2C(Nc3ccccc3)=NC[C@@H]2C)cc1 | i | 2.2
O=C(CCc1ccccc1Cl)Nc1ccc(S(=O)(=O)Nc2nccs2)cc1 | i | 0.3
Cc1cccc(C)c1NC(=O)C(c1cc2ccccc2o1)N1CCC(c2ccccc2)CC1 (configuration not stated) | i | 3.0

# Remaining list, next part
SMILES,Myeloid diff MLP,Myeloid diff MLP GFP+ MAC1+ %
COc1ccc(C(=O)Nc2cc(S(=O)(=O)N3CCCC3)ccc2Cl)cc1,i,0.5
CCc1ccc(-n2c(=S)sc3c(=O)[nH]c(SCC(=O)NC4CCCCC4)nc32)cc1,i,0.5
COc1c(C)cc(C(O)c2ncc(-c3ccccc3C)[nH]2)cc1C (configuration not stated),i,2.2
CN(Cc1ccc(C(F)(F)F)cc1)C(=O)C1CC(=O)N(Cc2ccco2)C1 (configuration not stated),i,1.4
O=C(/C=C/[C@H]1O[C@@H](n2cnc3c(NC(=O)c4ccccc4)ncnc32)[C@H](O)[C@@H]1O)NCCCN1CCCC1=O,i,0.6
CCOc1ccc(C(=O)NCC(=O)NNC(=O)CN(C)S(=O)(=O)c2ccc(Cl)cc2)cc1OCC,i,0.5
CN(C)S(=O)(=O)c1cccc(NC(=O)COc2cccc3ccccc23)c1,i,0.3
O=C(NCC1CC1)C1Cc2c(-c3ccccc3Oc3ccccc3)ccnc2O1 (configuration not stated),i,0.6
CC(C(=O)NC1CCCC1)n1c(-c2ccccn2)nc2ccccc21 (configuration not stated),i,3.7
Cc1onc(-c2ccccc2)c1C(=O)OCC(=O)N(CC(C)C)c1c(N)n(Cc2ccccc2)c(=O)[nH]c1=O,i,0.8
O=c1[nH]c(=S)[nH]c2c1C(c1ccc(F)cc1)OC(C1CCCCC1)C2 (configuration not stated),i,0.8
CN1CCn2cnc(C(=O)NCc3ccccc3)c2C1=O,i,0.6
CC(=O)Nc1ccc(NC(=O)CSc2nnc(-c3cccs3)n2N)cc1,i,0.6
COc1ccc(S(=O)(=O)Nc2cccc3c2O[C@H](CN(C)C(=O)Nc2c(C)noc2C)[C@@H](C)CN([C@H](C)CO)C3=O)cc1,i,1.4
CC1CC1C(=O)OCC(=O)Nc1cccc(F)c1 (configuration not stated),i,0.4
Cn1c(=O)c(S(=O)C2CCCCC2)c(O)c2ccccc21 (configuration not stated),i,0.5
CCOC(=O)[C@H]1[C@H]2COc3ccc(Cl)cc3[C@@H]2N2C(=O)CN(Cc3ccc(OC)cc3)C(=O)[C@@]12C,i,1.7
CCOc1ccc(OCCC(=O)OCC(=O)c2c(N)n(C)c(=O)n(C)c2=O)cc1,i,0.9
Cc1ccc(C2(C)NC(=O)N(CC(=O)NNC(=O)c3ccoc3C)C2=O)cc1 (configuration not stated),i,0.9
C=C(C)CNC(=O)c1ccc(OC2CCN(C(=O)COC)CC2)cc1,i,0.3

# 3 compounds from above, ordered by the number in Myeloid diff MLP GFP+ MAC1+ %, largest number first:
canonical_smiles,Myeloid diff MLP GFP+ MAC1+ %
CCOc1ccc(OCCC(=O)OCC(=O)c2c(N)n(C)c(=O)n(C)c2=O)cc1,0.9
CC(=O)Nc1ccc(NC(=O)CSc2nnc(-c3cccs3)n2N)cc1,0.6
CCOc1ccc(C(=O)NCC(=O)NNC(=O)CN(C)S(=O)(=O)c2ccc(Cl)cc2)cc1OCC,0.5

# More records follow:
SMILES,Myeloid diff MLP,Myeloid diff MLP GFP+ MAC1+ %
CCOC(=O)C[C@H]1c2ccccc2S(=O)(=O)N1c1cccc(OC)c1,i,3.4
O=C(COC(=O)c1ccc2c(c1)OCCO2)Nc1ccc(F)cc1,i,0.3
CSCCC(C(=O)Nc1c(C)cccc1C)n1c(-c2cc(C)cs2)nc2ccccc21 (configuration not stated),i,6.4
CC(C)(C)OC(=O)NCCc1onc(-c2ccccc2F)c1C(=O)O,i,0.4
CCCNC(=O)c1onc(CSc2ccc(F)cc2)c1C(=O)NCC1CC1,i,1.5
COc1ccc2sc(N(CCCN(C)C)C(=O)c3ccc(S(=O)(=O)N4CCc5ccccc5C4)cc3)nc2c1,?,nt
O=C(c1ccco1)N1CC2(CC(c3ccc(Cl)cc3)=NO2)CN1Cc1ccc(Br)cc1 (configuration not stated),i,1.3
O=C(c1cc(-c2ccc(Cl)s2)nc2ccccc12)N1CCOCC1,i,0.6
CC1(c2ccccc2)NC(=O)N(CC(=O)N2CCN(S(=O)(=O)c3cccs3)CC2)C1=O (configuration not stated),i,0.7
COc1ccc2c(c1)[C@H]1[C@H](CO2)[C@H](c2ccccc2)[C@]2(C)C(=O)Nc3ccccc3C(=O)N12,i,2.1
CC(NC(=O)C1CCN(Cc2ccc(Oc3ccccc3)cc2)CC1)c1cccc2ccccc12 (configuration not stated),i,2.2
C=CCn1c(C)nnc1SCC(=O)N1c2ccccc2NC(=O)C1(C)C,i,1.5
CCN(CC)c1ncnc2c1ncn2[C@H]1CN(Cc2ccc(OC)cc2)C[C@@H](CO)O1,i,0.2
Cc1ccc(NC(=O)COC(=O)c2nn(C)c(=O)c3ccccc23)cc1F,i,1.5
COc1cccc(-c2cnc(C(O)c3cccc(F)c3)[nH]2)c1 (configuration not stated),i,0.7
CC(C)CNc1ncnc2c1ncn2[C@H]1CN(Cc2ccncc2)C[C@@H](CO)O1,i,0.9
Cc1ccc(S(=O)(=O)N(CC(=O)Nc2cccc(C)c2C)C(=O)N2CCN(C)CC2)cc1,i,0.4
COc1ccc(C(CNC(=O)CN(C)S(=O)(=O)c2ccc(C)cc2)N2CCCC2)cc1 (configuration not stated),i,0.4
CCN1C(=O)C(=O)N(CC(=O)Nc2cc(C)ccc2C)C1=O,i,0.8
CC1=NCC(C)c2ccccc21 (configuration not stated),i,0.2

# Compound profiles, from the list above. Order of screens: Myeloid diff MLP | Myeloid diff MLP GFP+ MAC1+ %
# Record of CC(=O)Nc1ccc(NC(=O)CSc2nnc(-c3cccs3)n2N)cc1 = i | 0.6
# Record of CCOc1ccc(C(=O)NCC(=O)NNC(=O)CN(C)S(=O)(=O)c2ccc(Cl)cc2)cc1OCC = i | 0.5
# Record of Cc1ccc(C2(C)NC(=O)N(CC(=O)NNC(=O)c3ccoc3C)C2=O)cc1 (configuration not stated) = i | 0.9
# Record of COc1ccc(OCC(O)CN2CCC(CN3C(=O)c4cccc5cccc(c45)C3=O)CC2)cc1 (configuration not stated) = ? | nt
# Record of COc1ccc(C(=O)c2[nH]c(N)c(C(=O)NCCc3c[nH]c4ccccc34)c2-c2c(F)cccc2Cl)cc1 = i | 1.0

# The listing continues:
SMILES,Myeloid diff MLP,Myeloid diff MLP GFP+ MAC1+ %
O=C(COC(=O)c1ccc(F)c(S(=O)(=O)N2CCOCC2)c1)NCCc1ccccc1,i,1.1
CC(C)(CNC(=O)c1ccc(NS(=O)(=O)c2ccc(F)c(F)c2)cc1)N1CCOCC1,i,0.8
COc1ccc2c(c1)CCCC2=O,i,0.6
CCOC(=O)[C@]12CCC=C1N(Cc1ccc3c(c1)OCO3)C(=O)[C@H](CC(=O)NCc1ccc(OC)c(OC)c1)C2,i,1.5
COCCN(C(=O)c1c(C)noc1C)c1c(N)n(CC(C)C)c(=O)[nH]c1=O,i,0.6
CC(C)c1ccc(NC(=O)C2=CC=CN3CCS(=O)(=O)N=C23)cc1,i,0.8
COc1ccc(C2=NOC(Cn3nc(C(=O)NCc4ccc(C)cc4)cc3-c3ccccc3)C2)cc1 (configuration not stated),i,0.3
CN(C)CCNc1ncnc2c1ncn2[C@H]1CN(Cc2ccncc2)C[C@@H](CO)O1,i,0.5
CC1=C(C(=O)N2CCCCCC2)CC(CC(=O)NCCc2ccccn2)C(=O)N1Cc1ccc(F)cc1 (configuration not stated),i,0.4
CCN(CC)C(=O)C1=C(C)N(Cc2ccc(C(C)(C)C)cc2)C(=O)C(CC(=O)NCCN2CCOCC2)C1 (configuration not stated),i,0.5
O=Nc1c(O)ccc2cc(S(=O)(=O)O)ccc12,i,2.2
COc1ccc(NC(C)=O)cc1S(=O)(=O)Nc1ccc(S(=O)(=O)N2CCCCC2)cc1,i,0.7
Cn1cc([C@]2(O)C(=O)Nc3ccc(Br)cc32)c2ccccc21,i,2.2
COCCN1C[C@@H](CO)O[C@@H](n2cnc3c(N4CCOCC4)ncnc32)C1,i,0.6
CN(c1ccccc1)S(=O)(=O)c1cccc(NC(=O)c2nn(C)c(=O)c3ccccc23)c1,i,0.6
O=C(CN1CCN(S(=O)(=O)c2ccc(F)c(Cl)c2)CC1)N1CCNC1=O,i,0.1
C[C@@H]1CN([C@H](C)CO)C(=O)CCCn2nncc2CO[C@H]1CN(C)S(=O)(=O)c1ccc(-n2cccn2)cc1,i,1.0
CCN(C(=O)COC(=O)c1cc([N+](=O)[O-])ccc1N1CCOCC1)C1CCCCC1,i,0.9
COC(=O)c1cc(NC(=O)CN(C)C2CCS(=O)(=O)C2)cc(C(=O)OC)c1 (configuration not stated),i,0.8
CCCCCCCCN1C(=O)[C@H](CC(=O)NCCCOC)C[C@@]2(C(=O)OC)CC(C)(C)CC=C12,i,4.7

# Screening data deposited in PubChem BioAssay by NMMLSC.
